# Assay outcomes (PubChem BioAssay)
# OXTR agonist = human OXTR agonism | activation, % at 3 µM | CHO-OTR cells, Fluo-8 calcium fluorescence; normalized: DMSO 0%, oxytocin 100% | P30559 | hit rate 0.32% among 320,000;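 active = activation above the mean of all tested compounds plus 3 SD, cutoff set per screening run, cut at about 20% in these data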;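 also: peak over basal fluorescence ratio from a 100 s FLIPR kinetic read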
# GPR7 antagonist = human neuropeptides B/W receptor 1 antagonism | inhibition, % at 4.4 µM | hit rate 1.1% among 290,000 | AID 1861 | GPR7-expressing cells, fluorescence antagonist assay; in the data active = inhibition above about 16%, passing the limit was not always enough;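 also: cells stimulated with the agonist NPW; 0% = agonist with vehicle and 100% = vehicle without agonist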
# PHOSPHO1 block = PHOSPHO1 (human) inhibition; inhibition, % at 13.3 µM; Q8TCT1; hit rate 1.1% among 290,000; AID 1565; recombinant PHOSPHO1, absorbance phosphatase assay; in the data active = inhibition above about 60%
# Target sequence (Q8TCT1 whole entry, looked up): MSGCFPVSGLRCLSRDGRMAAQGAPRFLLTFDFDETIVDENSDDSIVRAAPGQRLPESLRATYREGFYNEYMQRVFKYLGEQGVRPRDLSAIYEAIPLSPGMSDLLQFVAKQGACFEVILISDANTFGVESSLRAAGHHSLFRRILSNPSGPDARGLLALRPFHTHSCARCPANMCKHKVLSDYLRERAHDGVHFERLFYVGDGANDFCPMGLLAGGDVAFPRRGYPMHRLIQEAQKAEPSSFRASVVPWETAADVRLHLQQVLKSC
# MEKK3 PB1 HTS = MEKK3-MEK5 PB1 interaction, increase or decrease. Q99759. binding response (% of control), % at 10 µM. hit rate 1.4% among 290,000. bead-based flow cytometry, Alexa488-MEK5 binding to MEKK3; actives lie on both sides; 0 = blocked by unlabeled MEK5, 100 = vehicle;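 active = binding response more than 3 SD above or below the average of its plate-row segment, actives on both sides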;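 also: Alexa488 bead fluorescence after subtracting the streptavidin-only scavenger bead signal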
# MEKK2mut PB1 HTS = signal of MEK5 binding to mutant human MEKK2 PB1 domain; bead flow cytometry, Alexa488-MEK5 binding to MEKK2 mutant; percent response, % at 10 µM; hit rate 0.35% among 290,000; in the data active = percent response above about 24%, passing the limit was not always enough; also: inactives centre near 1; some results filed as inactive read as strong as hits; reference of the scale not given here
# NALP1 yeast inh = inhibitors of NALP1 inflammasome in yeast; S. cerevisiae NALP1/ASC/caspase-1 growth, X-gal OD620, 72 h; inhibition, % at 10 µM; hit rate 0.61% among 280,000; in the data active = inhibition mostly above about 24%, no sharp cut-off; inactive = mostly below about 32%; also: some compounds called inactive have numbers as strong as hits
# MEKK2wt PB1 HTS = raises or lowers MEK5 binding to wildtype human MEKK2 PB1 domain; AID 1531; bead flow cytometry, Alexa488-MEK5 binding to MEKK2 WT; actives lie on both sides; hit rate 1.1% among 290,000; Q9Y2U5; binding response (% of control), % at 10 µM; in the data active = binding response below about 67% or above about 130%
# GalR3 antag = blocks the human galanin receptor 3. inhibition, % at 3 µM. HEK293 GalR3-CNG cAMP membrane potential fluorescence; galR3 body fused to GalR1 C-terminus. hit rate 0.44% among 360,000. O60755;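 active = inhibition above the screen-wide average plus 3 SD, cut at about 13% in these data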;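 also: forskolin and galanin both at EC90 stimulate the cells; cAMP rise reported by CNG channel membrane potential dye signal; 0% = forskolin plus galanin with DMSO and 100% = forskolin alone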
# V1aR counter = V1a receptor agonism, counter-screen for OXTR agonists | hit rate 0.25% among 320,000 | CHO-V1R cells, Fluo-8 calcium fluorescence, agonist mode; 0% DMSO, 100% 3 nM vasopressin | activation, % at 3 µM | P37288 | AID 2797;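 active = activation above the mean activation of all tested compounds plus 3 SD, per screening run, cut at about 20% in these data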;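 also: signal is peak over basal fluorescence ratio across a 100 second FLIPR read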
# Target sequence (P37288 whole entry, looked up): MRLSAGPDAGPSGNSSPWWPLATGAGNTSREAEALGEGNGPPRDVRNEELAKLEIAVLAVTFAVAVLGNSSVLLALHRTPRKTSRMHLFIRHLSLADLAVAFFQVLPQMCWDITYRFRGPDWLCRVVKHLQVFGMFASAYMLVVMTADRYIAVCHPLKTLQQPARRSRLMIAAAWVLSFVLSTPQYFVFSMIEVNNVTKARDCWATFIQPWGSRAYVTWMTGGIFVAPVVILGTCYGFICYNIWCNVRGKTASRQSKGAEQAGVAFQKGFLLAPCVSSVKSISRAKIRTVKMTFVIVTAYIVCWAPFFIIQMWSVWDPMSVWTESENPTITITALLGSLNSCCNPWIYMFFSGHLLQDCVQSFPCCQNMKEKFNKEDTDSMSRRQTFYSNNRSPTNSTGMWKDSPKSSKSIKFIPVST
# The depositor's hits bear a star; · = no result given.
# Order of results – OXTR agonist	GPR7 antagonist	PHOSPHO1 block	MEKK3 PB1 HTS	MEKK2mut PB1 HTS	NALP1 yeast inh	MEKK2wt PB1 HTS	GalR3 antag	V1aR counter
COc1ccc(OCCC(=O)OCC(=O)c2ccc[nH]2)cc1
→ 0.5	-17	-24	100	-1	12	95	-1	0.8
CN1CCN(CC(=O)Nc2c(C#N)cnn2-c2ccccc2)CC1
→ 0.9	-15	3	104	-2	7	95	4	1.1
O=C1N(Cc2cccc(Cl)c2)C[C@@H]2C[C@@H](c3ccsc3)N3CCC[C@@]123
→ -1.1	8	32	106	4	-4	102	-9	-0.2
COc1ccc(C(=O)CC(=O)C(=O)Nc2c(C)cccc2C)cc1
→ -1.0	-1	25	110	8	0	106	-8	0.0
O=C(/C=C/c1ccccc1)C1=C(O)C(=O)N(CCO)C1c1cccc([N+](=O)[O-])c1 (configuration not stated)
→ 1.4	-5	4	102	3	7	103	-1	0.2
C=CCn1cc(/C=N/N2C(=O)C3C4C=CC(C4)C3C2=O)c2ccccc21 (configuration not stated)
→ -0.9	-13	51	101	-2	21	98	5	0.2
CC(=O)Nc1ccc(NC(=O)CSc2nc3ccccc3nc2N2CCC(C)CC2)cc1
→ -1.4	4	-6	99	1	2	95	-9	0.8
COC/C=C/C1=CC2=CC(=O)C(C)(OC(=O)c3cnc4ccccc4n3)C(=O)C2=CN1CCOC (configuration not stated)
→ 0.3	·	·	103	-1	·	101	-3	0.8
Cc1ccc(S(=O)(=O)Nc2ccc3ncccc3c2)cc1
→ 13	-5	2	101	0	1	100	-9	7.1
COc1ccccc1CNC(=O)c1cn(C)c2ccc(S(=O)(=O)N3CCCC3)cc2c1=O
→ -0.3	-15	8	100	-8	17	92	-5	0.7
Nn1c(SCC(=O)N2CCOCC2)nnc1-c1ccco1
→ 0.6	-12	23	99	1	4	97	-6	-0.4
Cc1ccccc1NS(=O)(=O)c1ccc(OCC(=O)NCc2ccccn2)cc1
→ -0.1	-11	-8	99	-1	-3	99	-5	0.6
Cc1cc(Cl)cc(C)c1OCC(=O)O
→ 0.4	·	5	98	1	0	101	-3	1.1
NC(=O)c1nsc(C(=O)N(CC(=O)NCc2ccc3c(c2)OCO3)C2CCCC2)c1N
→ -0.1	-3	22	101	4	10	102	-3	-0.2
FC(F)(F)c1nnc2sc(-c3ccccn3)nn12
→ 0.4	0	14	100	4	24	101	0	2.3
CN1CCN(C(=O)c2ccccc2Nc2ccc(SC(F)F)cc2)CC1
→ 1.7	12	15	113	2	10	112	-5	0.0
CN1C(=O)CC[C@H]1c1cccnc1
→ 0.2	·	·	94	2	·	96	·	-0.3
CC(=O)N/C(=C/c1ccc(OC(F)F)cc1)C(=O)O
→ -2.5	-7	-10	101	-1	24	96	1	1.0
Cc1cc2c(ncn2Cc2ccccc2)c(N)c1C
→ 2.4	5	8	100	1	19	101	-2	0.1
CCOC(=O)c1cnc(-n2nc(C)cc2C)nc1-n1nc(C)cc1C
→ -0.7	12	-25	104	3	-12	105	-6	-1.1
S=C(NCc1ccccc1)NC1CCCc2ccccc21 (configuration not stated)
→ -2.2	-3	15	107	6	-17	101	-1	0.5
COc1ccccc1C(=O)NNC(=O)C(=O)NC(C)(C)C
→ -0.1	-3	-15	100	-9	7	98	1	0.5
COC(=O)c1sc(C(C)(C)C)cc1CS(=O)(=O)c1ccccn1
→ -0.8	10	22	93	-6	16	91	3	-0.3
CCC(=O)N1CCN(C(=O)CC)C1c1ccccc1
→ -0.1	-6	1	100	10	-2	106	-2	0.1
O=C(NCCCNC1CCCCC1)c1ccc(/C=N/O)nc1
→ 0.6	8	4	116	10	-8	123	3	-0.5
COCC(C)NCc1ccc(C)cc1C (configuration not stated)
→ -0.4	-20	10	104	2	28	102	-4	-0.3
Cn1c(N)c(C(=O)CSc2ccccn2)c(=O)n(C)c1=O
→ -0.2	-2	-5	98	-2	28	95	1	0.2
Cc1cc(CN(C)C(=O)c2ccc(OC3CCN(Cc4ccccn4)CC3)cc2)on1
→ -0.9	-3	9	101	3	-10	102	-5	0.4
CC1CCN(C(=S)c2cccc(O)c2)CC1
→ -0.1	-16	-91	103	6	9	103	-6	0.3
COc1cc(NS(=O)(=O)c2ccc(NS(=O)(=O)c3ccccc3)cc2)nc(OC)n1
→ -0.3	-9	-10	96	-3	7	99	2	0.8
COc1ccc(-n2nc(C(=O)NCC(=O)NCc3ccco3)c3ccccc3c2=O)c(OC)c1
→ 0.0	-1	-9	98	0	22	95	1	0.9
Cc1ccc(NC(=O)c2cnn(-c3ccccc3)c2C)cc1C
→ 0.0	-11	20	101	0	-6	102	-5	0.8
CCc1ccc(N(CC(=O)O)S(=O)(=O)c2c(C)noc2C)cc1
→ 1.8	-9	2	105	7	31	107	1	0.3
CCN(CCCNS(=O)(=O)c1cc(-c2cc(C)no2)ccc1C)Cc1ccccc1
→ -1.5	4	43	98	2	17	109	-4	1.5
Cc1cc(C)n(-c2nc3c(c(=O)[nH]c(=O)n3C)n2Cc2cccc(Br)c2)n1
→ -1.2	-8	26	106	6	29	106	0	-0.2
C#CCOCCOCCOCCNc1nc(N2CCOCC2)nc(N2CCN(C(=O)[C@H]([C@@H](C)CC)n3cc([C@@H](N)Cc4ccc(O)cc4)nn3)CC2)n1
→ 0.2	0	52	104	5	-13	114	·	0.3
CCCC(c1nnnn1C1CCCCC1)N1CCN(c2ncccn2)CC1 (configuration not stated)
→ -2.6	-1	21	100	-1	23	94	-3	-0.1
N#C/C(=C1\CCCN1)c1ccc2ccccc2n1
→ -1.4	-12	5	100	0	24	100	-4	-0.5
COc1ccc(N2CCN(C(=O)c3ccc4c(c3)NC(=O)C(CSCc3cccc(F)c3)N4)CC2)cc1 (configuration not stated)
→ -0.8	-12	-6	94	-42	9	104	·	0.0
c1ccc(-c2nc3ccccc3c3nncn23)cc1
→ -2.1	-6	10	·	·	-3	·	-3	-0.2
Cc1c(CCO)c(=O)[nH]n1S(=O)(=O)c1cccc(C(F)(F)F)c1
→ -0.1	2	29	100	6	13	103	-4	0.9
CCS(=O)(=O)N1CCCC(C(=O)NCCc2ccccc2)C1 (configuration not stated)
→ -0.6	-1	11	108	5	-10	110	-2	0.4
CC(C)(C)n1nnnc1C(c1cccs1)N1CCCc2ccccc21 (configuration not stated)
→ -2.9	-6	26	92	-8	1	94	-1	-1.1
CC(=O)Nc1cccc(C(=O)OCN2C(=O)c3ccccc3C2=O)c1
→ ·	-11	26	103	5	1	103	0	·
CN(C)C(C)(C)C#CCCCCC#CC(C)(C)N(C)C
→ 1.2	-8	-38	99	-2	-2	99	-6	0.1
C=CCNC(=S)Nc1ccc(C)c(S(=O)(=O)N2CCCCC2)c1
→ 2.3	-3	28	114	0	-6	102	1	4.2
CC(C)C(=O)Nc1nnc(Cc2ccccc2)s1
→ 0.7	-1	18	102	3	13	100	-1	-0.3
O=C(COC(=O)/C=C/c1cccs1)NC1CC1
→ 0.5	-10	-3	105	-6	3	92	-8	0.0
C(=N\c1nc2ccccc2[nH]1)/c1cccs1
→ 0.6	-4	-14	99	2	13	100	-7	0.2
CC1=NN(C(=O)Cc2ccccc2)C(O)(c2ccccc2)C1 (configuration not stated)
→ 0.0	-7	21	100	-3	14	97	1	0.7
O=C(O)c1ccc(/C=N/NC(=O)c2cc(-c3ccc4c5c(cccc35)CC4)n[nH]2)cc1
→ -1.7	0	32	78	-13	15	61	-4	-0.7
O=C(Nc1ccc(O)c(-c2nc3ccccc3o2)c1)C1(c2ccccc2)CCCC1
→ -0.1	-16	26	103	4	15	102	·	0.4
CN(C)c1ccnc2sc3c(NCC(O)CO)ncnc3c12 (configuration not stated)
→ 0.6	11	0	106	-2	30	107	-2	1.5
CN(C)N=Nc1ccc(S(=O)(=O)NC(Cc2ccccc2)C(=O)O)cc1 (configuration not stated)
→ 0.6	-5	14	108	5	14	108	-4	0.8
O=C(Cc1ccc(-n2c(=O)c3ccccc3n(Cc3cccc([N+](=O)[O-])c3)c2=O)cc1)NCC1CCCO1 (configuration not stated)
→ 0.1	1	-14	125	0	24	100	-5	-0.4
CCOC(=O)Cn1c(=O)c2c(nc3n2CCCCN3c2ccc(C)cc2)n(C)c1=O
→ -0.3	-5	-34	101	0	17	99	7	0.3
Cc1occc1C(=O)N/N=C/c1ccc(Br)s1
→ -1.6	-5	35	101	5	12	97	-2	0.1
CC(=O)NCCOc1cccc(OCCNC(C)=O)c1
→ 0.5	-5	6	95	-8	7	93	-5	0.2
CC(=O)c1sc(NC(=O)CCN2C(=O)c3ccccc3C2=O)nc1C
→ -0.5	-7	43	102	5	4	108	-3	-0.6
Cc1cc(C)nc(SCC(=O)Nc2nonc2N)n1
→ -0.4	9	-14	94	-5	33	93	-2	0.0
CC(C)CCNC(=O)c1cc(-c2ccncc2)nc2ccc(S(=O)(=O)N3CCOCC3)cc12
→ 0.9	-9	5	96	-1	14	97	1	-0.3
CCOc1ccc(S(=O)(=O)N2CN3CCN(C3)C2)cc1
→ 0.0	-16	30	106	12	-19	115	-9	1.6
CCOc1ccc(C(O)C(CN2CCOCC2)c2ccccc2)cc1 (configuration not stated)
→ -0.1	-6	-5	93	-3	9	97	-1	0.6
